# High-throughput results: PubChem, several laboratories
# bovine MsrA act = activates bovine MsrA enzyme | purified bovine MsrA, absorbance read-out | 360,000 compounds, 0.3% hits | AID 602163 | activation, % at 10.6 µM; in the data active means activation above about 7.5%;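 further: 0% = vehicle and 100% = reference activator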
# MsrA inh = bovine MsrA inhibition; purified bovine MsrA, absorbance read-out; inhibition, % at 15.5 µM; 360,000 compounds, 0.75% hits; AID 651718; in the data active means inhibition above about 4.5%;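 further: 0% = vehicle wells with enzyme and 100% = reference inhibitor wells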
# MLLE-PAM2 inh = blocks PAM2 peptide binding to the PABP1 MLLE domain; P11940; GST-MLLE / FITC-PAM2 fluorescence polarization; inhibition, % at 20 µM; 360,000 compounds, 0.36% hits; AID 588489; in the data active means inhibition above about 35%, passing the limit was not always enough;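 further: plate controls were DMSO wells with GST-MLLE for no effect and wells lacking GST-MLLE protein for full effect; some results filed as inactive read as strong as hits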
# MT1-MMP act inh = inhibitors of human MT1-MMP activation; AID 651647; GFP/RFP ratio change, % at 20 µM; P50281; 360,000 compounds, 0.061% hits; HT1080 RFP-PRO-GFP cells, GFP/RFP ratio fluorescence, overnight; percent of plate control window, DMSO zero;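 active means GFP/RFP ratio change of at least 30% with cell ATP level not reduced by more than half and red fluorescence within 50% of control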; further: strong numbers were not always called active
#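 Read-out: GFP/RFP fluorescence ratio; Test system: RFP-PRO-GFP reporter HT1080 cells; Compound dosing: single-point 20 µM compound, 1% DMSO; Times: overnight compound exposure at 37 °C.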
# E coli Lon inh = inhibitors of E. coli Lon protease; 360,000 compounds, 0.42% hits; inhibition, % at 7.94 µM; P0A9M0; purified E. coli Lon protease, fluorescence polarization; AID 602123; in the data active means inhibition above about 13%, passing the limit was not always enough;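 further: 0% = enzyme with probe and DMSO and 100% = no enzyme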
# TbMetRS inhib = Trypanosoma brucei MetRS inhibition | purified T. brucei MetRS, ATP depletion, Kinase-Glo luminescence | inhibition, % at 11.9 µM | 360,000 compounds, 0.4% hits | AID 624268;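 active means inhibition above a per-plate cutoff of the control wells' mean inhibition plus 3 SD, cut at about 5.5% in these data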;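 further: 0% = DMSO wells median and 100% = median of wells with control inhibitor compound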
#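 Test system – parasite MetRS enzyme · Reagent – substrates ATP, L-methionine and bulk Escherichia coli tRNA · Doses – 11.9 µM compound single dose, 0.9% DMSO · Times – 15 min enzyme-compound preincubation, 2 h reaction, 10 min detection, 25 °C · Signal – Kinase-Glo luminescence, ATP depletion format · Controls – DMSO-only wells as low control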
# SKN-1 block = inhibitors of C. elegans SKN-1 | C. elegans VP596 Pgst-4::GFP/RFP ratio, acrylamide-induced, 24 h | inhibition, % at 21.8 µM | 360,000 compounds, 0.49% hits | AID 624304;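 active means interference check ratio from 0.5 to 1.5 plus GFP to RFP signal ratio inhibition reaching or exceeding a fixed threshold, cut at about 30% in these data, passing the limit was not always enough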; further: some compounds called inactive have numbers as strong as hits
# FAS-TE inh = FAS thioesterase (human) inhibition; P49327; inhibition, % at 15 µM; recombinant FAS-TE, OMFH fluorogenic substrate, fluorescence endpoint; 360,000 compounds, 0.67% hits;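 active means compounds whose normalised, plate-corrected inhibition of enzyme fluorescence in the single-dose primary screen is 50% or more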;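 further: 0% = DMSO with enzyme and 100% = substrate without enzyme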
# NRP1-CendR mod = NRP-1/CendR interaction modulation. O14786. FAM-RPARPAR peptide binding to NRP-1, fluorescence polarization. inhibition, % at 25 µM. 360,000 compounds, 0.85% hits. AID 602438;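 active means inhibition or corrected inhibition above about 18%, plus a signal ratio from 0.5 to 1.5, limit read from the data, passing the limit was not always enough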; further: strong numbers were not always called active
# Target sequence (O14786 whole entry, looked up): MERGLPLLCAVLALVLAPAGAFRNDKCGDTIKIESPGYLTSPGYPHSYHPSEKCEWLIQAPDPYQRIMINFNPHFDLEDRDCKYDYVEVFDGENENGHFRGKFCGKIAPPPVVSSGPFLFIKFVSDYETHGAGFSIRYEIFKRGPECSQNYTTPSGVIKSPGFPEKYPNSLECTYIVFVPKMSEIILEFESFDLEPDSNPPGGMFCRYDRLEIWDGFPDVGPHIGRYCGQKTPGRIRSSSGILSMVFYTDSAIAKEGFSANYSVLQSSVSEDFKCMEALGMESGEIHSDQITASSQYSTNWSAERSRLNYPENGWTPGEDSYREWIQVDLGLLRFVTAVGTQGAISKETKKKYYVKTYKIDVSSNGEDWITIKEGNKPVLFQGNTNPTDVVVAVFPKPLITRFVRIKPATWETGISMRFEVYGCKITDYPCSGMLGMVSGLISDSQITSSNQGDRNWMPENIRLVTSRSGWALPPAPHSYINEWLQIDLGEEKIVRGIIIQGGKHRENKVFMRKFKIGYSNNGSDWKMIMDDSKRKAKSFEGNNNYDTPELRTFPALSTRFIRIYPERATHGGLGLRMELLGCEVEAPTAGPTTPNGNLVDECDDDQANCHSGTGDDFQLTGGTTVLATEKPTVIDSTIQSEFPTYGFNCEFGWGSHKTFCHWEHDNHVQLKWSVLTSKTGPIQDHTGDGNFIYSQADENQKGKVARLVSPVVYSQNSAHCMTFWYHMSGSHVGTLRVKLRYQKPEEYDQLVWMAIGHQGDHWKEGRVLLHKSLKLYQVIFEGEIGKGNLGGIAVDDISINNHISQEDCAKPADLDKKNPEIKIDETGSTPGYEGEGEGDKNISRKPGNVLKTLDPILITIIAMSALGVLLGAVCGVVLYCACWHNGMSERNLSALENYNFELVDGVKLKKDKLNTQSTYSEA
# * = called active by the depositor; · = no result given.
SMILES,bovine MsrA act,MsrA inh,MLLE-PAM2 inh,MT1-MMP act inh,E coli Lon inh,TbMetRS inhib,SKN-1 block,FAS-TE inh,NRP1-CendR mod
Cc1ccc(C(=O)c2ccc(CC(=O)O)n2C)cc1,-5,4.3,-14,2,3,-0.3,4,-3,3
C[C@H](CO)N1C[C@H](C)[C@@H](CN(C)S(=O)(=O)c2cccs2)Oc2c(NC(=O)Nc3ccccc3)cccc2C1=O,-2,0.4,-7,-5,3,20*,14,4,4
Cn1c(Cn2c(=O)sc3ccccc32)nnc1SCC(=O)NCCc1ccccc1,-2,-1.4,-14,2,-3,-0.6,-7,1,-6
CCOC(CNC(=O)Cc1c(C)nc2c(-c3ccccc3)c(C)nn2c1C)OCC,-1,1.0,-1,0,1,-0.4,2,-12,-13
CC(=O)Nc1sc(NC(=O)c2ccc(Cl)cc2)nc1-c1cccs1,-12,0.1,10,3,3,-1.3,-33,-16,-10
COc1ccc(NC(=O)C2CC(=O)OC2(C)C)cc1 (stereo unspecified),-2,0.0,-10,-2,-2,-0.4,-3,-2,-3
COc1ccc(N2CC(C(=O)N3CCN(c4ccccc4F)CC3)CC2=O)cc1 (stereo unspecified),-3,-0.2,4,-1,2,-0.3,-8,-7,11
Cc1ccc(-c2n[nH]c(=S)c3ccccc23)cc1,-3,3.5,-45,1,-5,0.5,3,0,3
CCCC[C@@H]1CNC(=O)C(=O)N1CCCCC1CCCCC1,-12,-0.6,·,·,-5,-1.4,-9,15,-12
CCCS(=O)(=O)N1CCc2cc(OC)c(OC)cc2C1,-1,1.2,20,1,0,-0.3,12,-8,-11
Cc1ccc2nc(SCn3nnc4ccccc4c3=O)[nH]c2c1,1,0.1,-110,7,0,0.6,7,2,-11
CCOCCCNC(=O)CN1C(=O)CSc2cc(S(=O)(=O)N3CCCCCC3)ccc21,5,-0.8,-7,0,7,-0.6,5,-3,8

# An excerpt from above with just MT1-MMP act inh:
Compound	MT1-MMP act inh
CCOCCCNC(=O)CN1C(=O)CSc2cc(S(=O)(=O)N3CCCCCC3)ccc21	0
CCCS(=O)(=O)N1CCc2cc(OC)c(OC)cc2C1	1

# (further entries)
SMILES,bovine MsrA act,MsrA inh,MLLE-PAM2 inh,MT1-MMP act inh,E coli Lon inh,TbMetRS inhib,SKN-1 block,FAS-TE inh,NRP1-CendR mod
c1ccc2sc(N3CCCCC3)nc2c1,-6,1.0,-6,3,-11,-0.1,14,-2,3
CCCn1c(N)c(C(=O)COC(=O)c2cccc(S(=O)(=O)N3CCOCC3)c2)c(=O)[nH]c1=O,-5,0.8,4,6,-3,-0.5,5,-5,-2
CCOC(=O)C(C(=O)OCC)C(C[N+](=O)[O-])c1ccccc1 (stereo unspecified),-9,-0.5,-1,-2,-9,-0.3,3,-7,-4
CC(=O)N(CCc1cccc(C)c1)Cc1cc2cc(C)ccc2[nH]c1=O,-6,1.2,0,4,0,-0.1,-8,-4,-3
C/C(=N\NC(=O)c1ccn(C)n1)c1ccc(NC(=O)C2CCC2)cc1,-4,0.5,-14,3,5,-0.4,-5,-6,11
O=C(COc1cccnc1[N+](=O)[O-])Nc1ccc2c(c1)OCO2,-15,0.3,-1,3,-3,-0.6,1,-2,6
CN(CC(=O)Nc1cccc(F)c1)C(=O)c1ccc(C2SCCS2)cc1,-1,1.3,36,4,-1,-0.3,7,7,10
Cc1ccc(N2CC(C(=O)NC3CCCCCC3)CC2=O)cc1 (stereo unspecified),-2,1.0,3,1,0,0.2,12,-3,12
CCCN1C(C)C(C(=O)OCC)=CN(Cc2ccc(Br)cc2)S1(=O)=O (stereo unspecified),0,-0.2,7,-4,-2,-0.2,1,24,2
O=C(Nc1cccc(C(=O)O)c1)/C(=C\c1ccc2c(c1)OCO2)NC(=O)c1ccco1,-6,2.9,-9,1,-3,-0.4,-1,-1,7
Cc1ccccc1NC(=O)C1CCN(C(=O)N2CCOc3ccccc32)CC1,0,-0.1,-16,·,2,-0.7,-3,-2,-2
COc1ccccc1-c1cc2nc(C)cc(C)n2n1,-3,0.8,13,0,2,-0.1,-8,0,5

# Brought forward from above: five entries, then new ones.
SMILES,bovine MsrA act,MsrA inh,MLLE-PAM2 inh,MT1-MMP act inh,E coli Lon inh,TbMetRS inhib,SKN-1 block,FAS-TE inh,NRP1-CendR mod
Cc1ccc(N2CC(C(=O)NC3CCCCCC3)CC2=O)cc1 (stereo unspecified),-2,1.0,3,1,0,0.2,12,-3,12
CCCN1C(C)C(C(=O)OCC)=CN(Cc2ccc(Br)cc2)S1(=O)=O (stereo unspecified),0,-0.2,7,-4,-2,-0.2,1,24,2
O=C(Nc1cccc(C(=O)O)c1)/C(=C\c1ccc2c(c1)OCO2)NC(=O)c1ccco1,-6,2.9,-9,1,-3,-0.4,-1,-1,7
Cc1ccccc1NC(=O)C1CCN(C(=O)N2CCOc3ccccc32)CC1,0,-0.1,-16,·,2,-0.7,-3,-2,-2
COc1ccccc1-c1cc2nc(C)cc(C)n2n1,-3,0.8,13,0,2,-0.1,-8,0,5
O=S1(=O)N=C(Nc2ccc(O)c(CN3CCCCC3)c2)c2ccccc21,-1,2.7,-5,5,3,-0.4,5,-8,-1
COc1ccccc1NC(=O)c1cccnc1,-5,-0.1,-2,12,-3,-1.9,-11,-10,6
O=C(NNC(=O)c1ccccc1[N+](=O)[O-])c1ccc(NS(=O)(=O)c2cccs2)cc1,-3,0.3,6,1,-13,-0.1,-10,-7,-1
CCOC(=O)Cn1c(=O)oc2cc(S(=O)(=O)NCC3CCCO3)ccc21 (stereo unspecified),-8,-0.7,-8,-1,-7,-0.6,5,-10,-21
CCCCCCCCNC(=O)c1cnsn1,-10,0.3,5,1,-15,-0.7,2,12,6
CC(C)CCN1CCN(Cc2ccc(N3CCNC3=O)cc2)CC1CCO (stereo unspecified),7,1.4,-1,0,-6,0.0,7,-4,-5
Cc1cc(C)c(S(=O)(=O)c2ccccc2)c(OC(=O)c2c(F)cccc2F)n1,-2,0.3,2,-1,8,0.5,-6,-2,-14
COc1ccc(NC(=O)CSc2n[nH]c(-c3ccncc3)n2)cc1Cl,-3,-1.0,7,-3,-9,0.2,7,-12,-4
Cc1nc(Cl)sc1C(=O)Nc1cc(F)cc(F)c1,-2,-0.1,-5,3,-5,-0.2,12,2,-6
O=C(Nc1ccc(C(=O)N2CCOCC2)cc1)c1cc(-c2cccnc2)nc2ccc(Cl)cc12,-9,0.3,-13,-5,9,-1.1,-11,11,0
CC(=NNC(=O)c1ccncc1)c1cc(Cl)ccc1Cl,-3,-0.4,1,4,4,-0.2,10,-4,9
O=C(NCCCn1ccnc1)c1ccc(N2CCCCC2)c([N+](=O)[O-])c1,2,0.8,-5,7,12,-0.1,4,-4,4
Cc1c(C(C)(C)C)sc(=NC(=O)c2ccccc2O)n1C,-14,0.3,10,8,-6,-2.4,4,19,1
CCc1nnc(NC(=O)c2ccc3c(c2)C(=O)N(CC)C3=O)s1,-2,0.7,5,-4,1,0.4,17,-7,1
CCCC(=O)Nc1nnc(CCOC)s1,-7,0.7,2,3,3,-1.1,-1,-10,5
CCCC(=O)NC1C2CC3CC(C2)CC1C3 (stereo unspecified),-4,-1.3,-3,-9,-2,-0.8,9,-2,-13
CCC(=O)N(C)C[C@H]1Oc2cc(Br)ccc2S(=O)(=O)N([C@@H](C)CO)C[C@H]1C,-3,-0.7,-3,-2,-4,-0.3,13,-5,2
NC(=O)c1c(NC(=O)CSc2nnc(-c3ccco3)n2N)sc2c1CCCC2,-6,0.1,-27,-2,-11,-0.5,2,-2,-27
O=C1N(Cc2cccc(Cl)c2)C[C@@H]2C[C@@H](c3c[nH]c4ccccc34)N3CCC[C@@]123,-3,-0.6,-94,25,-47,5.9*,40,-23,-183
CN1OC[C@@H]2CN3C(=O)N(c4ccccc4)c4ccccc4[C@@H]3C[C@@H]21,-6,2.1,-5,-3,8,-1.4,5,-4,5
O=C(C/C(=N\NC(=O)c1ccccc1Br)C(F)(F)F)c1cccs1,-5,-0.2,14,6,1,-0.4,0,-1,0
COc1cc(NC(=O)Cn2nc(C(F)(F)F)c(Br)c2C)cc([N+](=O)[O-])c1,-6,1.7,8,4,-11,-0.9,11,48,6
Cc1ccccc1CSCC(=O)c1c(N)n(C)c(=O)n(C)c1=O,-1,-0.3,5,-1,-12,-0.4,0,3,11
Cc1cccc(NC(=O)CN2C(=O)C(C)Oc3ccccc32)n1 (stereo unspecified),-3,-1.1,22,1,4,-0.7,-1,-4,-1
CCC1=C(OC(=O)N(CC)CC)N2C(=O)OC(=NCC(=O)OC)[C@]2(Cc2ccccc2)[C@H]2C1=CC[C@H]1C(=O)N(C)C(=O)[C@H]12,0,0.3,4,-4,3,-0.4,-1,-4,19
Cn1cnnc1SCC(=O)N1CCN(C(=O)c2ccco2)CC1,-2,0.1,6,3,-9,0.1,-2,-2,-13
CCOC(=O)C(C)Sc1nnc(CNC(=O)c2ccc(OC)cc2)n1C1CCCCC1 (stereo unspecified),0,0.7,0,2,12,0.0,20,-3,9
O=[N+]([O-])c1ccc(-c2cnc(SCc3ccccc3Cl)[nH]2)cc1,-3,1.7,-15,0,-2,1.0,26,9,-5
Cc1ccc(Nc2ccc(C(N)=O)cc2[N+](=O)[O-])cc1C,-4,19*,0,6,-6,-0.5,6,2,12
CC(C)NC(=O)CN1CCN(c2ncccn2)CC1,-3,-0.1,-4,0,2,-0.7,-4,-11,-1
Cc1ccc(C(=O)NCC(=O)OCC(=O)N(CC(C)C)c2c(N)n(Cc3ccccc3)c(=O)[nH]c2=O)cc1,0,-1.6,-20,-1,-8,-0.1,13,-4,-4
COCCNCC(=O)Nc1nc(C)cs1,-1,0.3,-3,1,-4,-0.1,5,-6,3

# No enrichment for hits; any-hit rate near 4%.
